From PubChem
SIAE inh: inhibitors of human sialic acid acetylesterase SIAE; Q9HAT2; AID 1053197; inhibition, % at 9.66 µM; SIAE FP-Rh probe binding, fluorescence polarization; hit rate 0.69% among 370,000;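 active = inhibition above a cutoff: mean of compounds within the control limits plus 3 SD of those, cut at about 17% in these data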;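 also: 0% = plate median of compound wells and 100% = probe without SIAE protein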
Target sequence (Q9HAT2 whole entry, looked up): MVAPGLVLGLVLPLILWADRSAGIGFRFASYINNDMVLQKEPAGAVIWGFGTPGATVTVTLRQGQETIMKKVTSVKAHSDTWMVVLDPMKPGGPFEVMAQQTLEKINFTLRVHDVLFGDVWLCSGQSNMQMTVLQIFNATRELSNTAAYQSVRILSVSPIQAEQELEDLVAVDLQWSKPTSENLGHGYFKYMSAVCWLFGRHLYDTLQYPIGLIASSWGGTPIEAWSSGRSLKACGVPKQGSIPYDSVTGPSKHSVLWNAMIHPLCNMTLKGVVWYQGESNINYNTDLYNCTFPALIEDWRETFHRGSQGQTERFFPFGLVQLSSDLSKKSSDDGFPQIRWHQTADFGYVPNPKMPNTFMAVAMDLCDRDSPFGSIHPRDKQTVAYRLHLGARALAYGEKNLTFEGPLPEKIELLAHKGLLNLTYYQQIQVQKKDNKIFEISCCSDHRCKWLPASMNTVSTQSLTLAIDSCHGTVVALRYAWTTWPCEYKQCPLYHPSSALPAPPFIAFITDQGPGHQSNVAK
DDE Tn7 FP inh: DD(E)-Tn7 binding inhibition, primary FP screen | P02675 | FP displacement of FITC-Tn7 peptide from fibrin DD(E); 0% = median of compound wells per plate | inhibition, % at 8.3 µM | hit rate 0.13% among 370,000 | AID 720508;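 active = inhibition above the mean of compounds falling within the control limits plus 3 SD of them, cut at about 14% in these data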;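 also: 0% = plate median of compound wells and 100% = 10 µM Aha-Tn7 peptide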
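Assay system: Human fibrin DD(E) protein | Medium: Tris buffer with calcium and detergent, pH 7.8 | Reagent: 0.1 µM fluorescent Tn7 | Compound dosing: Single point at 8.3 µM | Times: 10 min preincubation, 3 h with tracer, room temperature | Detection: Fluorescence polarization of the labelled Tn7 tracer | Controls: Aha-Tn7 high control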
MBD2 DNA inh: inhibitors of human MBD2 binding to methylated oligonucleotide; AID 686964; hit rate 0.31% among 370,000; TR-FRET; inhibition, % at 4.4 µM; Q9UBB5; in the data active = inhibition above about 13%
Tn6 DDE FP: disrupts Tn6 cyclic peptide binding to fibrin D-Dimer-E complex; inhibition, % at 8.3 µM; hit rate 0.21% among 370,000; Fibrin DD(E) TRITC-Tn6 fluorescence polarization displacement; P02675;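 active = inhibition above a per-campaign cutoff: mean of compounds within control limits plus 3 SD, cut at about 15% in these data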;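 also: 0% = median of all compound wells on the plate and 100% = blocking peptide control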
TDP2 inh: TDP2 (human) inhibition, absorbance primary screen. O95551. recombinant TDP2, T5PNP hydrolysis, p-nitrophenol absorbance 415 nm. inhibition, % at 12.8 µM. hit rate 0.34% among 370,000. AID 720702;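 active = inhibition above the mean of all tested compounds plus 3 SD, set per campaign, cut at about 25% in these data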;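 also: 0% = DMSO with enzyme and 100% = buffer with substrate but no TDP2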
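System – recombinant human TDP2 · Quantity – TDP2 enzyme at 120 nM final · Doses – single concentration, 12.8 µM nominal, with 1% DMSO · Incubation – 2 h at 37 °C · Measured by – epi absorbance of p-nitrophenol freed from T5PNP by hydrolysis · Read-out – % inhibition relative to enzyme-containing and enzyme-free wells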
UHRF1 binding: UHRF1 methyl-DNA binding inhibition; Q96T88; inhibition, % at 4.4 µM; hit rate 0.75% among 370,000; AID 687016; UHRF1 binding to methylated oligo, TR-FRET; in the data active = inhibition above about 21%;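 also: UHRF1 SRA domain binding a hemimethylated CpG hairpin DNA probe; 0% = median of test compound wells and 100% = reference inhibitor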
LEDGF integ inh: blocks HIV-1 LEDGF/p75-dependent DNA integration. TR-FRET IN-LEDGF/p75 DNA integration, Eu/Cy5. inhibition, % at 3.7 µM. hit rate 0.64% among 370,000. AID 743269;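 active = inhibition above the screen-wide mean plus 3 SD, cut at about 13% in these data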;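 also: signal is the Cy5 over europium emission ratio at 671 and 618 nm; 0% = plate median of compound wells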
PRMT1 FP inh: PRMT1 (human) inhibition, primary screen. Q99873. recombinant PRMT1, activity-based probe fluorescence polarization. inhibition, % at 2.79 µM. hit rate 1.3% among 370,000;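 active = inhibition above about 21% made by adding two undisclosed values, limit read from the data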
TCR-CD3 inh: blocks the human TCR-CD3 interaction | TAMRA-labeled TCR probe fluorescence, biochemical | inhibition, % at 9.4 µM | hit rate 0.37% among 360,000 | AID 651800; in the data active = inhibition above about 19%;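 also: recombinant mutant TCR 2C K166C tagged with TAMRA read by polarization; 0% = receptor in buffer alone and 100% = receptor with positive control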
KLK7 zymogen act: proKLK7 (human) activation, primary screen. P49862. purified proKLK7, EDANS-DABCYL substrate fluorescence; 100% is mature enzyme control, 0% vehicle. activation, % at 7 µM. hit rate 0.9% among 370,000. AID 652039;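 active = activation above the mean of all tested compounds plus 3 SD, computed per campaign excluding outliers beyond control limits, cut at about 13% in these data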
Target sequence (P49862 whole entry, looked up): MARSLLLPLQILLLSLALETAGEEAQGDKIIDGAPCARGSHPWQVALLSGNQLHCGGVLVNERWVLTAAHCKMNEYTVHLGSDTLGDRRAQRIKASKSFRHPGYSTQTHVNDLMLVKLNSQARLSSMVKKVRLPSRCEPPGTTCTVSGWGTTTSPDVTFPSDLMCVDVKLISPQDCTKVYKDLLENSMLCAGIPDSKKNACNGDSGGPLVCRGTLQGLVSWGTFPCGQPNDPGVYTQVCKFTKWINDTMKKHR
Active calls of the source: *; / = no result given. Rows were taken by chance. Share with any hit: about 4.6%.

SMILES	Tn6 DDE FP	TDP2 inh	LEDGF integ inh	TCR-CD3 inh	KLK7 zymogen act	DDE Tn7 FP inh	PRMT1 FP inh	UHRF1 binding	MBD2 DNA inh	SIAE inh
Cc1ccc(N(C)C(=O)CC(C)S(=O)(=O)c2ccc3c(c2)NC(=O)CO3)cc1 (configuration not stated)	6	7	0	7	0.4	-4	3	0	-4	3
COC(=O)C1=C[C@@H](C(=O)OC)C2C3=C(C(=O)C24CCCCC4)[C@H](C)n2c(=O)n(C)c(=O)n2[C@@H]3C1 (some centres not stated)	6	-10	5	-1	-0.8	-2	3	4	-1	-1
O=C(Nc1ccc(N2CCOCC2)c(Cl)c1)c1ccc(F)cc1	-5	-6	-1	5	-0.2	-1	-2	-1	-1	-12
Cc1oc(C)c(C(=O)Nc2ccc(CC(=O)O)cc2)c1C(=O)Nc1ccc(CC(=O)O)cc1	3	8	2	0	0.3	-1	-4	1	-4	5
O=C1Nc2ccc(Br)cc2C1(O)c1ccc(F)cc1 (configuration not stated)	-4	-3	3	-7	0.1	-2	-5	1	0	-4
O=C(N[C@H](C(=O)N1CCC[C@H]1C(=O)NCCc1ccccc1Cl)c1ccccc1)c1ccc(Cl)c(Cl)c1	0	1	-2	6	-0.4	-3	-4	-3	2	-9
Cc1ccc(S(=O)(=O)N2CC3(O)CN(C(=O)OC(C)C)N(C(=O)OC(C)C)CC3(OC(=O)Nc3cccs3)C2)cc1 (configuration not stated)	-1	-17	1	-1	-0.3	-5	-1	-2	-2	0
Cc1nc2ccc(S(=O)(=O)N(C)CC(=O)NCCc3ccccc3)cc2s1	-2	-6	1	10	-0.7	-4	2	-2	-2	5
NN1C(=O)/C(=C2/Sc3ccccc3N2CCCS(=O)(=O)O)SC1=S	-10	-15	2	1	0.2	-2	3	-6	-11	4
O=C(CCS(=O)(=O)Cc1ccc(Cl)cc1)NCCCN1CCN(c2ccccc2F)CC1	7	6	2	6	-0.2	3	-5	-4	2	4
C/C(Cn1cnc([N+](=O)[O-])n1)=N\NC(=O)c1ccc(O)cc1O	4	1	-3	19*	-0.6	-1	-3	-6	2	3
CCOc1ccc(S(=O)(=O)Nc2cccc(C(=O)NCC3(N4CCCCC4)CCCCC3)c2)cc1	-5	-7	3	-2	-0.7	2	2	1	-4	-1
Cc1cnc(CNC(=O)c2ccc3oc(Cc4ccccc4)nc3c2)[nH]1	2	-9	-2	6	-0.2	-4	1	-1	1	2
CCOC(=O)c1ccc[n+](CC(=O)Nc2cc(C(F)(F)F)ccc2Cl)c1	-1	12	-3	-5	-0.1	3	1	3	0	-7
COC(=O)C[C@H]1c2cc(F)ccc2S(=O)(=O)N1Cc1ccccc1OC	8	8	0	-8	-0.1	3	1	4	2	5
CC(C)(C)OC(=O)C[C@@H]1C/C=C\C[C@H](CC(=O)N(CCO)Cc2ccccc2)C(=O)N[C@@H](Cc2c[nH]c3ccccc23)COC1=O	-5	-2	-1	2	0.3	0	0	1	5	1

4 of these compounds, set out differently:
Values run as follows: Tn6 DDE FP | TDP2 inh | LEDGF integ inh | TCR-CD3 inh | KLK7 zymogen act | DDE Tn7 FP inh | PRMT1 FP inh | UHRF1 binding | MBD2 DNA inh | SIAE inh
> Cc1cnc(CNC(=O)c2ccc3oc(Cc4ccccc4)nc3c2)[nH]1
  2 | -9 | -2 | 6 | -0.2 | -4 | 1 | -1 | 1 | 2
> CCOc1ccc(S(=O)(=O)Nc2cccc(C(=O)NCC3(N4CCCCC4)CCCCC3)c2)cc1
  -5 | -7 | 3 | -2 | -0.7 | 2 | 2 | 1 | -4 | -1
> NN1C(=O)/C(=C2/Sc3ccccc3N2CCCS(=O)(=O)O)SC1=S
  -10 | -15 | 2 | 1 | 0.2 | -2 | 3 | -6 | -11 | 4
> COC(=O)C[C@H]1c2cc(F)ccc2S(=O)(=O)N1Cc1ccccc1OC
  8 | 8 | 0 | -8 | -0.1 | 3 | 1 | 4 | 2 | 5

Later entries:
SMILES	Tn6 DDE FP	TDP2 inh	LEDGF integ inh	TCR-CD3 inh	KLK7 zymogen act	DDE Tn7 FP inh	PRMT1 FP inh	UHRF1 binding	MBD2 DNA inh	SIAE inh
CC1(OC(=O)C2CCCC2)C(=O)C=C2C=C(c3ccsc3)N(c3ccccc3)C=C2C1=O (configuration not stated)	8	6	3	-3	0.6	-5	7	-3	-4	6
Cc1ccc2c(c1)C(CS(=O)(=O)NC1CCCC1)NC2 (configuration not stated)	2	2	-3	/	-1.0	-8	-3	-5	-4	-2
CC(=O)NC1C(OCc2ccccc2)OC2COC(c3ccccc3)OC2C1OCC(=O)O (configuration not stated)	-5	-4	-1	-1	0.3	-6	5	1	4	-7
COc1cc(CCCN2CCNC[C@H]2Cc2ccc(O)cc2)cc(OC)c1OC	-6	5	-3	0	0.5	4	4	6	12	-5
CCCCNC(=O)CCn1nc(-c2ccccc2)ccc1=O	4	3	-1	5	-0.4	10	-1	0	4	3
CC1CCN(CCCNC(=O)C2CCC(=O)N2C2CCCC2)CC1 (configuration not stated)	3	9	4	1	0.3	2	-1	2	0	3
Cc1nnc(SCC(=O)NNC(=O)c2ccc(Cl)cc2)n1CC1CCCO1 (configuration not stated)	-5	-7	5	-5	0.3	-8	-3	1	-1	-3
Cc1c(NC(=S)NC(=O)c2cc3ccccc3o2)cccc1C(=O)O	8	-7	-8	-3	-0.1	-3	1	1	-1	-1
CC(C)c1nnc(NC(=O)CCC(=O)NCC2CCCO2)s1 (configuration not stated)	-6	4	3	-4	0.3	-5	2	12	4	-3
COc1nc(C)nc2c1ccc1ccccc12	-4	0	2	-1	0.4	1	-2	-1	-2	8
O=C(NCc1cccc(F)c1)C1CCC(=O)N(CCCN2CCOCC2)C1 (configuration not stated)	6	4	0	-3	0.3	2	-1	-3	-6	9
COc1ccc(C(=O)Nc2cc(C)on2)cc1	-8	-2	-5	1	0.1	-3	1	2	1	-4
CC(/C=N/NC(=O)c1ccco1)=C\c1ccccc1	-3	1	-1	0	0.0	3	-4	-4	-5	-1
O=C(/C=C/c1ccccc1)NCCCNC(=O)/C=C/c1ccccc1	-1	11	-1	3	0.1	1	1	-2	2	7
CC(=O)Nc1cccc(Oc2ncnc3scc(-c4ccc(C(C)C)cc4)c23)c1	-1	-1	-4	0	0.2	1	3	2	-1	-29
CCCNC(=O)C1(C)CCN(C(=O)c2ccc(OC(F)F)cc2)C1 (configuration not stated)	1	12	5	5	-0.6	1	-1	-1	-6	-1
O=C(NCCc1ccccc1)C1CC(c2ccccc2O)=NO1 (configuration not stated)	6	11	3	5	0.3	5	0	3	3	0
COc1cc(-c2noc(CCC(=O)NC3CCCCC3)n2)cc(OC)c1OC	5	6	3	8	0.2	-5	-1	0	-5	0
COc1ccc2c(CC#N)c[nH]c2c1	16*	1	-3	7	-0.2	2	-1	-4	-8	11
Cc1cccc(N/C(N)=N/c2nc(C(F)(F)F)cc(C(F)(F)F)n2)c1	3	-13	-3	2	0.2	4	4	4	0	-3
O=C1c2ccccc2C(Nc2ccccc2)N1c1ccc(Cl)cn1 (configuration not stated)	4	-9	5	-2	0.0	0	2	0	0	-1
Cc1ccc(C(=O)Nc2ccc(SC(F)F)cc2)s1	1	-5	-1	3	0.7	4	0	2	5	-3
COCCCNC(=O)C1CCC(CNS(=O)(=O)c2ccc(OC)cc2)CC1 (configuration not stated)	-8	-3	-1	0	0.2	-3	1	2	2	-2
COC(=O)C1=C(C)NC(C)=C(C(=O)OC)C1c1cn(-c2ccccc2)nc1-c1ccco1	-1	-17	3	-2	55*	-5	31*	3	-3	-9
COCCC(=O)N1CCCC(N2CCN(c3ccc(F)cc3)CC2)C1 (configuration not stated)	2	-6	7	10	0.3	-4	-3	-3	2	1
Cn1c(=O)c2nc(SCCO)n(C)c2n(C)c1=O	2	9	1	-2	-0.2	5	1	3	4	3
CC(C)CCSc1nnc(Cn2c(=O)sc3ccccc32)n1C	0	7	1	-3	-0.5	7	1	-2	-3	6
c1cnc(NC2C3CC4CC(C3)CC2C4)nc1 (configuration not stated)	-1	-3	1	0	-0.8	-4	-1	1	-3	-4
CCCCNC(=O)C1(C)CCN1C(=O)c1ccc(C(F)(F)F)nc1C (configuration not stated)	-1	7	0	-6	0.4	-6	5	6	-7	-1
CC(=O)c1ccc(NC(=O)CN2CCN(c3ncccn3)CC2)cc1	7	12	1	3	-0.4	-4	0	0	8	4
Cc1ccc(S(=O)(=O)N(CC(=O)O)Cc2ccccc2F)cc1	-3	2	4	1	-0.6	1	0	0	0	-2
COc1ccccc1C(=O)Nc1ccnn1C1CCN(Cc2cnc(N(C)C)s2)CC1	4	-1	-2	7	0.1	3	0	3	-6	6

Part of the list above in order of formula weight, smallest number first:
SMILES	Tn6 DDE FP	TDP2 inh	LEDGF integ inh	TCR-CD3 inh	KLK7 zymogen act	DDE Tn7 FP inh	PRMT1 FP inh	UHRF1 binding	MBD2 DNA inh	SIAE inh
Cc1ccc2c(c1)C(CS(=O)(=O)NC1CCCC1)NC2 (configuration not stated)	2	2	-3	/	-1.0	-8	-3	-5	-4	-2
O=C(/C=C/c1ccccc1)NCCCNC(=O)/C=C/c1ccccc1	-1	11	-1	3	0.1	1	1	-2	2	7
NN1C(=O)/C(=C2/Sc3ccccc3N2CCCS(=O)(=O)O)SC1=S	-10	-15	2	1	0.2	-2	3	-6	-11	4

Next part:
SMILES	Tn6 DDE FP	TDP2 inh	LEDGF integ inh	TCR-CD3 inh	KLK7 zymogen act	DDE Tn7 FP inh	PRMT1 FP inh	UHRF1 binding	MBD2 DNA inh	SIAE inh
Cc1ccc(C(=O)Nc2c3c(nn2-c2ccccc2)CS(=O)(=O)C3)cc1C	-1	-3	2	7	-0.3	-4	0	0	-2	-2
CCOc1ccccc1N(CC(=O)NC1CCCCC1)C(=O)CCC(=O)Nc1cc(C)ccn1	2	13	2	-2	0.4	3	-3	-3	-4	3
COC(=O)[C@]12C[C@H](CC(=O)NCCC(C)C)C(=O)N(CCC3=CCCCC3)C1=C[C@H](C(C)(C)C)O[C@@H]2C	-2	-13	5	-10	0.3	-4	-1	0	-1	1
COc1ccc(/C=C/C(=O)Nc2ccccc2C(N)=O)cc1S(=O)(=O)N1CCOCC1	9	5	0	5	-0.3	6	1	-2	-10	4
